Source: PubChem BioAssay (National Center for Advancing Translational Sciences (NCATS))
TGFb inhibitor = qHTS for Inhibitors of TGF-b; AID 588855, 2011; HepG2 CAGA-GFP TGF-b/SMAD3 reporter, GFP fluorescence, 18 h; TGF-beta stimulated, 500 pg/mL final; Potency, µM (titrated, usually from 46.1 µM), inactives show top-dose activity, negative = inhibition, hits mostly inhibitors; hit rate 1.2% among 410,000; note: % is set by controls: 0 for no effect and ±100 for the full control effect; nearly all actives have a fitted effect of over 65% in size
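TGF-beta reporter screen: HEPG2 CAGA-GFP, 1% FBS, 500 pg/mL TGF-beta final, 18 h; per-cell GFP summed per well; curves fitted and categorized by class.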
MCF10A rerep = A quantitative high throughput screen for small molecules that induce DNA re-replication in MCF 10a normal breast cells | MCF 10A DNA re-replication, Hoechst nuclear intensity, 48 h | AID 624296, 2012 | Potency, µM (top dose mostly 46.1 µM), inactives show at the top dose activity, positive = re-replication, usual class: activators | hit rate 2.9% among 350,000; note: % of control where 0% means no effect; nearly all actives have a fitted effect of over 50% in size
Nrf2 activator = qHTS of Nrf2 Activators; AID 624171, 2012; Potency, µM (top dose mostly 46.1 µM), without a hit: at the highest dose activation, hits mostly activators; AREc32 ARE-luciferase reporter (MCF7-derived line), luminescence, 24 h; hit rate 0.31% among 410,000; note: % of control where 0% means no effect; nearly all actives have a fitted effect of over 65% in size
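ARE-driven firefly luciferase activity in AREc32 cells measured after a 24 hr compound exposure at 37 deg C, using Steady-Glo reagent and a 30 min room-temperature hold.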
HepG2 viability = qHTS for Inhibitors of TGF-b: Cytotox Counterscreen; HepG2 CAGA-GFP viability, ATP luminescence, 18 h; Potency, µM (titrated, usually from 46.1 µM), for inactives: at the top dose activity change, negative = cytotoxicity, hits mostly cytotoxic; hit rate 0.76% among 410,000; AID 588856, 2011; note: some results filed as inactive show a strong effect at the top dose
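HepG2 CAGA-GFP cells (1000/well, DMEM with 1% FBS) received compound, then TGF-beta at 500 pg/mL final, and were incubated 18 hours at 37 degrees C. Viability was read by CellTiter-Glo luminescence. Media-only wells were set as complete cell-killing and DMSO as no toxicity.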
S2 tox = Viability Counterscreen for Primary qHTS for Inhibitors of ATXN expression | S2 cells (HEK-293 line with an ATXN2-luciferase reporter) viability, CellTiter-Fluor protease fluorescence, 24 h | Potency, µM (highest dose often 56.7 µM), actives largely listed as cytotoxic | hit rate 0.49% among 400,000 | AID 651635, 2014; note: nearly all actives have a fitted effect of over 40% in size
EPAC2 antagonist = qHTS for Antagonist of cAMP-regulated guanine nucleotide exchange factor 2 (EPAC2): primary screen; Rap guanine nucleotide exchange factor 4 (Homo sapiens), Q8WZA2; EPAC2 GEF exchange of Rap1B-BODIPY-GDP, fluorescence; Potency, µM (titrated, usually from 114 µM), for the others: at the top dose activity, negative = inhibition, actives largely listed as inhibitors; hit rate 0.18% among 360,000; AID 720708, 2013; note: % is set by controls: 0 for no effect and ±100 for the full control effect; nearly all actives have a fitted effect of over 45% in size; many of its hits are not listed in these tables
Target sequence (Q8WZA2 whole entry, looked up): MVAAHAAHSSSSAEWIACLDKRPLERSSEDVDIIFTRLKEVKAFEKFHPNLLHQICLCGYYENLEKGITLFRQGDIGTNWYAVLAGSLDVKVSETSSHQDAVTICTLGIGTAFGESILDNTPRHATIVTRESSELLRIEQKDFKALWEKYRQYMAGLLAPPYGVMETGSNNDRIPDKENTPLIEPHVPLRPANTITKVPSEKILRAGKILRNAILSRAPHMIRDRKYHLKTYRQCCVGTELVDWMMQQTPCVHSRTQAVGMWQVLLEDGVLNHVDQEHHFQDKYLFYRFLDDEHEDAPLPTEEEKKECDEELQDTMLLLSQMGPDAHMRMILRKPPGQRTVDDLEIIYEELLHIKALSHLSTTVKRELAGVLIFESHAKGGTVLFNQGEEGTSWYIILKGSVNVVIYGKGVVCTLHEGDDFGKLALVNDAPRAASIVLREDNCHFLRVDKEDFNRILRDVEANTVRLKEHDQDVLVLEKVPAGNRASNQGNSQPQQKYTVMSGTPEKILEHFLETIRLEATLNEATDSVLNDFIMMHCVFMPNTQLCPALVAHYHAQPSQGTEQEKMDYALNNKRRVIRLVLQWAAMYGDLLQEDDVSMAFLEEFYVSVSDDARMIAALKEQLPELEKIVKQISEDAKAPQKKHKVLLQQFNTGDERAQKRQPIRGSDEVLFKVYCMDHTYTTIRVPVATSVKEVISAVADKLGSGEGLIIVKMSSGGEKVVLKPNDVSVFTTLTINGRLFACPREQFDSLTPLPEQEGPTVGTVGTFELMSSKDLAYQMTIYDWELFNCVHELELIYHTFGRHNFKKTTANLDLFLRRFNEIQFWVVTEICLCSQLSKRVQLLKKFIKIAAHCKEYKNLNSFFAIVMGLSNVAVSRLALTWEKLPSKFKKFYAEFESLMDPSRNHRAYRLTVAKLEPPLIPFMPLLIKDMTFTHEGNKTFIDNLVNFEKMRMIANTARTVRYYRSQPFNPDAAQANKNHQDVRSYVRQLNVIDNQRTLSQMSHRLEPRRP
ATXN2 expr inh = Primary qHTS for Inhibitors of ATXN expression; AID 1745845, 2022; Potency, µM (series often up to 57 µM), inactives show top-dose activity change, negative = inhibition, actives largely listed as inhibitors; HEK-293 ATXN2-luciferase reporter, luminescence, 24 h; hit rate 0.72% among 360,000; note: % is set by controls: 0 for no effect and ±100 for the full control effect; nearly all actives have a fitted effect of over 55% in size
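qHTS (up to 57 uM final) was run with 24 h compound exposure of reporter cells at 37 °C. Each well was multiplexed: SteadyGlo luminescence measured ATXN2-luciferase expression after a fluorogenic Gly-Phe-AFC viability readout (25 uM final).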
Nrf2 block = Nrf2 qHTS screen for inhibitors; hit rate 2.1% among 360,000; Potency, µM (titrated, usually from 46 µM), for the others: top-dose activity change, negative = inhibition, actives largely listed as inhibitors; A549 ARE-Fluc reporter, luciferase luminescence, 18-24 h; note: % is set by controls: 0 for no effect and ±100 for the full control effect; nearly all actives have a fitted effect of over 60% in size
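A549 ARE_Fluc cells, 5000/well, 5% FBS OPTI-MEM; compounds in dose-response, 18-24 h at 37 °C/5% CO2; CellTiter-Fluor viability read (Ex 405/Em 525), then BugLite luciferase luminescence = Nrf2 activity.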
A549 viability = Nrf2 qHTS screen for inhibitors: counterscreen for cytotoxicity. Potency, µM (titrated, usually from 46 µM), without a hit: top-dose activity change, negative = cytotoxicity, hits mostly inhibitors. A549 ARE-Fluc cells, CellTiter-Fluor viability, 18-24 h. hit rate 0.16% among 390,000; note: % is set by controls: 0 for no effect and ±100 for the full control effect
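Cytotoxicity counterscreen: CellTiter-Fluor fluorescence was measured in A549 ARE_Fluc cells after 18-24 h of compound exposure in a concentration series. The subsequent BugLite luminescent read reports ARE-luciferase activity.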
Numbers without * were called inactive; i = inactive; ? = inconclusive; . = no result given; [ ] = remark or other dose. Calls come from the whole dose curve; as a rule, active = well fitted curve in the direction sought with a large enough effect; inconclusive = small, poorly fitted or top-dose-only effect, or another doubt; inactive = no such curve, though single readings can be large; an effect the other way counts as inactive or inconclusive. Potency is the fitted concentration of half-maximal effect.

SMILES | TGFb inhibitor | MCF10A rerep | Nrf2 activator | HepG2 viability | S2 tox | EPAC2 antagonist | ATXN2 expr inh | Nrf2 block | A549 viability
CCn1c(SCC(=O)c2ccc3c(c2)OCCO3)nnc1C(C)C | -1.7% | ? | 2.6% | 4.1% | i | 13.9% | 17.1% | 22.9% | -3.4%
CCNS(=O)(=O)c1ccc(NC(=O)CSc2nc(-c3ccco3)cc(C(F)(F)F)n2)cc1 | 0.0% | . | -0.7% | -9.9% | . | . | . | ? | ?
CCN1CCN(CC(=O)Nc2ccc(OC(F)(F)F)cc2)CC1 | -0.8% | -0.7% | 0.3% | -0.2% | i | 2.0% | 4.6% | -3.3% | 1.9%
CC1CCCC(NC(=O)COC(=O)COc2ccccc2Cl)C1C (configuration not stated) | -0.4% | ? | -0.4% | -23.2% | i | -4.5% | -17.3% | 4.3% | -4.3%
COc1ccc(S(=O)(=O)Nc2cc3c(C(C)=O)c(C)oc3c3ccccc23)cc1 | ? | ? | 5.7% | -19.0% | ? | 2.1% | -10.5% | -26.4% | ?
Cc1noc(C)c1NC(=O)N(C)C[C@@H]1Oc2ccc(NC(=O)C3CCCCC3)cc2C(=O)N([C@@H](C)CO)C[C@H]1C | ? | 17.6% | 0.6% | 6.7% | i | 14.9% | 12.6% | 3.2% | -3.3%
CC(C)c1nnc(NC(=O)C2CCCO2)s1 (configuration not stated) | -16.9% | 0.4% | 0.1% | -4.5% | i | 7.3% | . | 26.0% | 1.6%
Cc1cc(C)nc(N2CCCC(C(=O)NCc3ccccc3)C2)n1 (configuration not stated) | 7.7% | -0.5% | -0.6% | -1.1% | i | -0.5% | 1.0% | 13.7% | -6.3%
CCCNC(=S)NCc1ccc(Cl)cc1 | ? | 2.0% | -0.2% | -0.3% | i | 1.4% | -6.9% | -3.5% | 9.2%
COc1ccc(C(=S)NCS(=O)(=O)c2ccc(C)cc2)cc1 | ? | 6.6% | 0.3% | -41.6% | i | -1.2% | 5.1% | 12.3% | 7.5%
O=C(CCc1nc2sc3c(c2c(=O)[nH]1)CCCC3)NCCc1ccc(F)cc1 | 99.9%[activator] | -1.2% | -0.2% | 0.1% | i | -4.3% | -10.9% | -7.2% | 2.8%
COc1ccc(-c2cc(C(F)(F)F)n3nc(C(=O)Nc4ccccc4SC)cc3n2)cc1OC | 2.2% | . | 0.2% | -15.1% | i | . | 20.7% | 27.4% | -1.0%
COc1cc2nc(SCc3ccc(F)cc3)n(Cc3cccs3)c(=N)c2cc1OC | ? | 23.7% | 0.1% | -35.0% | i | -1.9% | 4.1% | ? | -13.4%
C/C(=N\N=C\c1ccccc1)c1nnn(-c2nonc2N)c1C | -12.8% | 4.3% | 6.3% | 4.4% | i | -0.7% | 4.5% | -1.1% | -0.6%
O=C(Nc1ccccn1)c1ccc2ccccc2c1O | -2.5% | 5.5% | 17.9% | 7.3% | ? | 6.9% | 58.2%[activator] | ? | -5.4%
COC(=O)c1sc(OC)cc1OCc1ccc(C)cc1 | 0.0% | -6.4% | 0.0% | -1.6% | i | ? | 2.1% | 10.8% | 9.8%
CCc1ccc(N(CC(=O)Nc2ccccc2C(=O)N2CCOCC2)S(C)(=O)=O)cc1 | -5.8% | -7.9% | -0.5% | 0.1% | i | -1.5% | 3.2% | -2.8% | 1.0%
COc1cccc(OCc2nc3c4cnn(-c5ccccc5)c4ncn3n2)c1 | 0.2% | -2.4% | -0.9% | -2.9% | ? | 2.5% | -12.2% | 5.9% | 6.6%
CC(=O)c1ccc(NC(=O)c2cccs2)cc1 | 0.7% | -19.5% | 0.7% | -1.6% | ? | 5.2% | 12.6% | ? | -4.6%
CC(=O)Nc1ccc(C)cc1-c1nc2ccccc2n(CC(=O)c2ccc(C)c(C)c2)c1=O | ? | . | -0.5% | 3.0% | . | . | . | 17.0% | 11.7%
COc1ccc(OC)c2[nH]c(=O)c(CCNS(=O)(=O)c3ccccc3)cc12 | -0.8% | -8.6% | 1.9% | -0.6% | i | 1.0% | 7.4% | 13.7% | -2.9%
CCN1CCN(C(=O)c2cc3cc(Cl)ccc3[nH]2)CC1 | -0.3% | 4.9% | 0.8% | -19.4% | i | 5.6% | -7.8% | 17.9% | 5.5%
CCOC(=O)c1cccc(NC(=O)c2cc3c(=O)n(Cc4cccnc4)ccc3nc2C)c1 | -25.2% | . | 5.3% | -3.9% | i | . | -6.9% | ? | 12.9%
O=C(NCC1CCCO1)c1ccc(COCC(F)(F)C(F)F)cc1 (configuration not stated) | -7.7% | 0.9% | 0.2% | -4.0% | i | 14.7% | 11.2% | ? | -2.7%
Cc1cc(N)c(NC2=CC(=O)CC(C)(C)C2)cc1C | -6.6% | 5.7% | -0.1% | -3.7% | i | -0.2% | 12.8% | 4.8% | -10.9%

The list goes on, starting with the last 3 of the part before.
SMILES | TGFb inhibitor | MCF10A rerep | Nrf2 activator | HepG2 viability | S2 tox | EPAC2 antagonist | ATXN2 expr inh | Nrf2 block | A549 viability
CCOC(=O)c1cccc(NC(=O)c2cc3c(=O)n(Cc4cccnc4)ccc3nc2C)c1 | -25.2% | . | 5.3% | -3.9% | i | . | -6.9% | ? | 12.9%
O=C(NCC1CCCO1)c1ccc(COCC(F)(F)C(F)F)cc1 (configuration not stated) | -7.7% | 0.9% | 0.2% | -4.0% | i | 14.7% | 11.2% | ? | -2.7%
Cc1cc(N)c(NC2=CC(=O)CC(C)(C)C2)cc1C | -6.6% | 5.7% | -0.1% | -3.7% | i | -0.2% | 12.8% | 4.8% | -10.9%
COc1ccc(S(=O)(=O)N2CCOCC2)cc1NC(=O)c1cc(C)oc1C | -14.0% | . | 2.1% | -22.6% | i | -12.4% | -1.9% | 1.5% | -0.5%
Cc1ccc(N(C)C(=O)c2ccc(CNc3c(N4CCC(C)CC4)c(=O)c3=O)cc2)cc1 | -0.5% | 1.5% | -0.5% | -1.4% | ? | 2.6% | -10.6% | -10.7% | 1.5%
COc1ccc(CNC(=O)COC(=O)c2ccc(Br)c(S(=O)(=O)N3CCOCC3)c2)cc1 | -17.1% | 5.7% | -0.7% | -18.8% | i | -0.6% | . | 6.0% | -0.8%
O=C(CCN1C(=O)/C(=C\c2ccc(F)cc2)SC1=S)Nc1ccccc1 | 20.7% | -0.1% | -0.7% | -3.1% | . | 13.3% | -10.6% | 0.7% | -1.1%
CN(C)c1cccc(C(=O)NN2C(=O)NC3(CCCCC3)C2=O)c1 | -8.0% | -3.9% | 0.4% | 18.2% | ? | 13.5% | 20.2% | 19.9% | 1.8%
COc1ccc(N2CCN(C(CNS(=O)(=O)c3ccc(C)cc3)c3ccccc3)CC2)cc1 (configuration not stated) | ? | 2.8% | 1.0% | -8.9% | i | 12.7% | 7.9% | ? | -2.3%
CCN(C(=O)COC(=O)CNS(=O)(=O)c1ccc2ccccc2c1)C1CCCCC1 | 8.6% | -1.3% | 0.5% | -0.3% | i | 0.4% | 1.5% | -0.1% | 1.6%
O=S(=O)(c1ccc(Br)cc1)N1CCCC1c1nc2ccccc2s1 (configuration not stated) | -16.0% | ? | 0.4% | -7.5% | i | 11.3% | -6.9% | -1.6% | 1.9%
COc1ccc(-n2c(SC)nnc2-c2c[nH]c3ccccc23)cc1 | 6.8% | 1.0% | 2.6% | -11.1% | i | 36.7%[activator] | -19.0% | ? | 4.4%
O=C(Nc1c(-c2ccc(Cl)cc2)[nH][nH]c1=O)c1ccccc1Cl | -9.1% | . | -0.8% | -0.7% | i | ? | -3.8% | . | .
COc1ccc(-c2nc(N)n(C(=O)c3cccs3)n2)cc1 | -7.0% | -3.5% | 24.2% | -5.1% | i | -0.7% | -14.9% | -11.2% | -0.7%
CCCCN(C(C)=O)c1c(CC)nc2ccc(C(=O)NCCOc3ccc(OC)cc3)cn12 | 18.8% | . | -0.4% | 4.9% | ? | -6.7% | -13.1% | . | .
CN(CC(=O)Nc1ccc(F)cc1)C(=O)CCc1ccccc1 | 4.5% | -4.1% | -0.5% | 3.3% | i | -0.8% | -0.9% | 10.5% | 0.3%
CN(C)N(C)C(=O)C(O)(c1ccccc1)c1ccccc1 | 7.5% | 0.7% | 0.0% | 6.0% | i | 9.2% | 37.6% | 10.1% | -7.7%
Fc1ccc(CSc2nnc(-c3ccncc3)o2)cc1 | 2.9% | 13.7% | -0.9% | 11.8% | i | 2.0% | 38.6% | ? | -1.7%
Cc1ccc(S(=O)(=O)N2CCN(C(=O)c3sccc3C)CC2)cc1 | 2.4% | 11.9% | -0.3% | -0.6% | i | -14.6% | -1.8% | 1.0% | 18.6%
S=c1[nH]nc(-c2ccc3ccccc3n2)n1-c1ccc2ncccc2c1 | 9.0% | 7.9% | -0.3% | 7.1% | i | -0.3% | 13.1% | 0.2% | -3.0%
CN1CCCN(S(=O)(=O)c2ccc(Cl)c(Cl)c2)CC1 | -1.1% | 19.0% | -0.2% | -7.9% | ? | 10.9% | 1.8%[11.3 µM] | 10.4% | 3.2%
CNC(=O)OC1CC2CC1[C@H]1CCCCN1C2=O (some centres not stated) | . | . | -0.1% | . | i | 3.1% | 5.0% | . | .
CCOC(=O)C1(CC2CC2)CCN(S(=O)(=O)C[C@]23CC[C@H](CC2=O)C3(C)C)CC1 | 9.0% | -4.6% | 0.4% | 0.6% | i | 0.0% | 0.8%[11.3 µM] | 1.4% | -0.2%
CCN(CCCNC(=O)CN1C(=O)COc2ccc(S(=O)(=O)N3CCC(C)CC3)cc21)Cc1ccccc1 | -21.0% | -0.1% | -0.6% | -14.5% | i | 12.8% | -15.8% | -4.1% | -1.5%
Cc1ccc(NC(=O)c2cc(-c3cccs3)nc3ccccc23)c(C)c1 | -31.4% | . | 4.6% | -19.2% | i | . | -9.3% | -7.7% | -1.8%
COC(=O)C1CN(C(=O)COc2ccccc2)c2ccccc2O1 (configuration not stated) | -3.2% | -4.7% | -0.8% | -21.2% | i | 3.9% | . | -14.6% | 0.0%

Not all compounds are listed; rates above refer to the full screens.
